Screens: PubChem, Southern Research Specialized Biocontainment Screening Center
inhibitors of VEEV – inhibitors of VEEV TC-83 cytopathic effect, confirmation, Vero cells (AID 588727); Vero cells, VEEV TC-83 cytopathic effect inhibition; higher % means a stronger effect; inhibition, % at 20 µM, or IC50 in µM where a hit was titrated; actives 0.13% (n = 350,000); in the data active = a potency from the dose series; inconclusive = inhibition mostly from about 14% at the one dose, without a potency; inactive = the rest, 99 in 100 with inhibition below about 12%; also: strong numbers were not always called active
PhoP GFP inhibition – Inhibition of PhoP regulon, Salmonella typhi GFP reporter cells, confirmation, 4 h (AID 1850) | Salmonella Typhi PhoP-promoter GFP reporter, fluorescence, 4 h; higher % means a stronger effect | one-dose inhibition, % at 50 µM; IC50 in µM for titrated hits | actives 0.33% (n = 310,000); in the data active = a potency from the dose series; inconclusive = inhibition mostly from about 25% at the one dose, without a potency; inactive = the rest, 99 in 100 with inhibition below about 19%;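 also: 0% = induced wells with vehicle and 100% = uninduced wells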
M. tuberculosis HTS – M. tuberculosis growth inhibition, HTS (AID 449762); M. tuberculosis H37Rv growth inhibition, 7H9 media; higher % means a stronger effect; one-dose inhibition, % at 25 µM; IC50 in µM for titrated hits; actives 0.59% (n = 330,000); in the data active = a potency from the dose series; inconclusive = inhibition above about 70% without an active follow-up result;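 also: bacterial growth assessed after seven days of incubation; strong numbers were not always called active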
influenza NS1A – H1N1 influenza NS1A inhibitors, functional cell based assay (AID 504329); NS1A functional cell-based assay, percent inhibition; higher % means a stronger effect; inhibition, % at 12.5 µM; hits with a dose series show IC50 in µM; actives 0.3% (n = 340,000); in the data active = a potency from the dose series; inconclusive = inhibition above about 27% without an active follow-up result; also: strong numbers were not always called active
M. tuberculosis – growth inhibition of non-replicating M. tuberculosis (AID 488890); Mycobacterium tuberculosis non-replicating, growth inhibition; higher % means a stronger effect; one-dose inhibition, % at 25 µM; IC50 in µM for titrated hits; actives 0.39% (n = 320,000); in the data active = a potency from the dose series; inconclusive = inhibition mostly from about 82% at the one dose, without a potency; inactive = the rest, 99 in 100 with inhibition below about 76%;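 also: plate controls were DMSO cells for no effect and high antibiotic wells for full effect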
inhibitors of VEEV 10K pilot screen – further read-out of inhibitors of VEEV, marked with its call; inhibition, %; measured here: 10K pilot screen inhibition
* hit, by the source's call; i = inactive; u = inconclusive; x = not tested or not shown.

SMILES | inhibitors of VEEV | PhoP GFP inhibition | M. tuberculosis HTS | influenza NS1A | M. tuberculosis | others
Cc1ccc(CN2CCNC(=O)C2CC(=O)NCc2cc(C)n(C)n2)cc1 (stereo not given) | 1.3% | -12% | -7% | -5% | -8%
NCCCCCNC(=O)c1[nH]cnc1C(=O)N[C@@H](Cc1ccccc1)C(=O)OCc1ccccc1 | 0.3% | x | 1% | 6% | 25%
COc1ccc(OCC(=O)N/N=C2/C=C(C)CC2)cc1 | i | -5% | 0% | -9% | u
O=C1c2cccnc2C(=O)N1c1ccccc1-c1ccccc1 | 1.3% | 31% | 24% | -3% | 9%
Cc1cccc(/C=N/NC(=O)CC(=O)NCCc2ccccc2)c1 | 5.7% | 6% | 3% | 0% | -16%
Cn1c(SCc2ccccc2)nccc1=O | i | x | x | 1% | x
CN1CCN(C(=O)c2cc(=O)c3cc(Cl)ccc3o2)CC1 | 0.2% | -6% | 2% | -6% | -15%
COc1ccc(S(=O)(=O)N2CC(C)OC(C)C2)cc1C(=O)N1CCCCC1 (stereo not given) | 0.5% | -7% | 4% | -9% | -5%
CCC(Sc1nc2ccsc2c(=O)n1Cc1ccc(C(=O)O)cc1)C(=O)Nc1ccc(C)c(Cl)c1 (stereo not given) | 1.9% | 0% | 0% | 7% | -13%
Cc1ccc2c(c1)-c1c(ssc1=S)C(C)(C)N2C(=O)c1ccco1 | 6.0% | -3% | 8% | 19% | u
CCOC(=O)/C(N=Nc1sc(C(=O)OC)c(C)c1C(=O)OCC)=C(\O)CCl | 0.8% | -6% | 7% | 2% | 37%
COc1cc(/C=C(/C#N)C(=O)NCCCc2ccccc2)ccc1OCC(=O)O | 0.1% | -2% | 9% | -8% | 16%
CC1CCCN(Cc2cccc(Oc3ccccc3)c2)C1 (stereo not given) | 0.2% | 10% | -12% | 1% | -5%
COc1ccc(OC)c(/C=N/N2CCN(c3ccc(Cl)cc3)CC2)c1 | 0.9% | -8% | 1% | -1% | -30%
O=C(COC(=O)CCSc1ccc(Cl)cc1)NCCc1ccccc1 | 0.2% | -10% | 0% | 2% | 50%
Cc1ccc(S(=O)(=O)N(C)CC(O)Cn2c3ccccc3c3ccccc32)cc1 (stereo not given) | 2.6% | -16% | 3% | 1% | 17% | inhibitors of VEEV 10K pilot screen=1.6
Cc1ccccc1C(=O)Nc1cccc(NC(=S)NC(=O)c2cccs2)c1 | 6.8% | -1% | 4% | 4% | 35%
COC(=O)c1ccccc1NC(=O)C1CCCN(S(=O)(=O)c2ccccc2)C1 (stereo not given) | 9.7% | 2% | -5% | -4% | 8%
CCOc1ccc(OCCC(=O)OCC(=O)Nc2cc(S(=O)(=O)N3CCOCC3)ccc2C)cc1 | 0.7% | 7% | 2% | -5% | 13%
Oc1ccccc1N=N/C(=N/Nc1ccccc1O)c1ccccc1 | 1.9% | -5% | 10% | -2% | x
COc1cc(C(=O)O)nc2ccc([N+](=O)[O-])cc12 | 0.7% | 2% | -3% | -15% | 2%
Cc1cccc(Nc2ncc3c(n2)CC(C)CC3=O)c1 (stereo not given) | 7.8% | -4% | 2% | 1% | 2%
CCOC(=O)c1csc(NC(=O)c2cc(=O)c3ccccc3o2)n1 | 2.4% | 2% | -1% | 3% | 10%
Cc1ccc(NC(=O)CSc2nc(-c3ccco3)cc(C(F)(F)F)n2)cc1C | 1.1% | 4% | -4% | 0% | -11%
CC(C)Oc1ccc(C(=O)NCCNC(=O)c2ccco2)cc1 | 0.2% | 6% | 1% | 5% | 3%
CC1CCN(CC(=O)Nc2ccc(S(=O)(=O)N3CCCC(C)C3)cc2)CC1 (stereo not given) | i | 0% | 4% | -20% | 7%
COc1ccc(N=c2oc3c(OC)cccc3cc2C(=O)NCc2ccco2)c(OC)c1 | i | -21% | -25% | 10% | 7%
O=C(NC1CCCC1)C(c1ccco1)N(C(=O)c1ccco1)c1ccc(F)cc1 (stereo not given) | 2.3% | 6% | 4% | 3% | 9%
CCOC(=O)c1[nH]c2ccccc2c1NC(=O)C1CCCC1 | 2.4% | -12% | -8% | -6% | x
CCc1ccc(-n2c(SCC(=O)c3ccc4c(c3)NC(=O)CO4)nc3ccccc3c2=O)cc1 | i | -23% | 4% | 3% | 7%
CN(Cc1ccccc1)C(=O)c1[nH]cnc1C(=O)NC1CCN(C(=O)OC(C)(C)C)CC1 | 0.7% | x | -3% | -5% | 64%
CC(=O)Nc1ccc(S(=O)(=O)N2CCN(C(C)CCc3ccccc3)CC2)cc1 (stereo not given) | 0.8% | -13% | -6% | 8% | 22%
Cc1cc(=O)oc2cc(NC(=O)C(C)Oc3ccc(F)cc3)ccc12 (stereo not given) | 1.6% | 0% | -7% | -8% | -16%
CC1CCCC(NC(=O)c2ccc3c(c2)OCO3)C1C (stereo not given) | 3.4% | 0% | -3% | -3% | 64%
CC1(C)C(=O)NCCN1C(=O)c1ccc2nc(Cc3ccccc3F)oc2c1 | 1.1% | -15% | -7% | -7% | 0%
O=C(Nc1ccc(Cl)c(Cl)c1)Nc1nc(-c2ccccc2)cs1 | 3.7% | -10% | -3% | 0% | -8%
COc1ccc(N2CCN(C(=O)c3ccccc3F)CC2)c([N+](=O)[O-])c1 | 0.3% | 6% | 1% | -5% | 1%
COC(=O)CSc1ncccc1-c1nc2ccccc2[nH]1 | i | 2% | -5% | -14% | -4% | inhibitors of VEEV 10K pilot screen=0.6
Cc1cccc(Cn2nc(C)c(NC(=O)c3ccc(F)cc3)c2C)c1 | 0.9% | -13% | 2% | 1% | -8%
COc1ccc(C2NC3=C(CCCC3)C(C#N)(C#N)C2(C#N)C#N)cc1 (stereo not given) | x | -16% | -2% | x | 14%
O=[N+]([O-])c1cccnc1Oc1cccnc1 | 0.5% | 1% | -5% | 6% | -11%
Clc1ccc(Oc2nc(Oc3ccc(Cl)cc3)nc(N3CCOCC3)n2)cc1 | i | -3% | 52% | -1% | 68%
CCOc1ccc2[nH]c(=O)c(CN(Cc3ccc(F)cc3)C(=O)c3ccco3)cc2c1 | 9.8% | -1% | 55% | -16% | 9%
COC(=O)c1ccc(NC(=O)c2ccc(F)cc2)o1 | 1.1% | -8% | 1% | 19% | -9%
O=C(NCCOc1ccccc1)C1CCCN1C(=O)c1cccs1 (stereo not given) | i | -1% | -15% | 4% | 8%
Cc1ccc(-n2nc(C)cc2NC(=O)CC#N)cc1 | 2.4% | -4% | -1% | -13% | 9%
CCOC(=O)c1c(CSc2ccccc2)n(C)c2cc(Br)c(OCC(O)CNC(CO)(CO)CO)cc12 (stereo not given) | i | 18% | 67% | 3% | u
Cc1ccc(Nc2cc(C)nc(N3CCOCC3)n2)cc1 | 4.4% | -7% | 5% | -2% | 8%
O=C(CNC(=O)OCc1ccccc1)NC(Cc1cnc[nH]1)C(=O)O (stereo not given) | 4.0% | x | x | -18% | x
CCOc1ccc(S(=O)(=O)Nc2cc(OC)c(OC)cc2C(=O)O)cc1 | 1.9% | -4% | -7% | 7% | -11%

Continued:
SMILES | inhibitors of VEEV | PhoP GFP inhibition | M. tuberculosis HTS | influenza NS1A | M. tuberculosis | others
O=C(CCc1nnc(CCC2CCCCC2)o1)NCCn1cccn1 | 0.1% | -36% | 5% | 0% | 50%
CC(=O)C1=C(O)C(=O)N(c2ccccn2)C1c1cccc(F)c1 (stereo not given) | 1.6% | 4% | 4% | -9% | -12%
Cc1cc(=O)oc2cc(OCC(=O)OCC(=O)NC(C)C)ccc12 | 0.1% | -16% | 2% | 4% | -13%
c1ccc2c(c1)nc1n2CCN1 | 1.4% | -6% | -8% | -5% | -10%
COc1ccc(CCNC(=O)c2cc3c(C)nccc3[nH]c2=O)cc1OC | 12% | 2% | -10% | -3% | 5%
O=C(CCn1nnc2ccccc21)Nc1nnc(COc2ccccc2F)s1 | 2.7% | -2% | 23% | 2% | -14%
O=c1[nH]ncc(NCCCO)c1Cl | 0.5% | 7% | 2% | 21% | -1%
COc1cccc(-c2cc(C(=O)NCC3CCCO3)c3ccccc3n2)c1 (stereo not given) | 12% | -11% | -2% | -3% | -14%
O=C(CN(c1cccc(Cl)c1)S(=O)(=O)c1ccc(Cl)cc1)NCc1ccccn1 | 3.7% | 9% | 1% | 3% | 55%
COc1ccc(CCNC(=O)c2ccc(N3CCCC3=O)cc2)cc1 | 0.3% | 8% | -12% | 1% | 5%
CC(C)C(=O)N1CCN(c2ccccc2NC(=O)c2ccc(Br)o2)CC1 | 11% | x | -4% | 3% | 12%
C#Cc1ccc([C@H]2C=C(C(=O)N3CCOCC3)O[C@@H](OCc3ccc(CO)cc3)C2)cc1 | 0.8% | -11% | 1% | 2% | 40%
CCCCN(C)C(=O)c1ccc2c(c1)N(CC)C(=O)c1ccccc1S2(=O)=O | 0.4% | -3% | -3% | 2% | 7%
CCN1C(N(C)CCc2cccs2)=N[C@@H](c2ccccc2)C(C(=O)OC)=C1C | 0.2% | -1% | -3% | -3% | 72%
Cn1c(O)c(C(=Nc2ccccc2)SCc2ccccc2Cl)c(=O)n(C)c1=O | 5.0% | 0% | u | 10% | 8.2µM*
Cc1ccc(S(=O)(=O)N2CCN(C(=O)c3ccccn3)CC2)cc1 | 0.8% | -14% | -8% | -4% | -3%
CCC(C)(C)N(C(=O)CCC(=O)Nc1cc(C)on1)C(C(=O)NC(C)(C)C)c1ccc(OC)cc1 (stereo not given) | i | 2% | -8% | 7% | 15%
COc1ccc(S(=O)(=O)Nc2ccccc2OC)cc1NC(=O)CC1CC2CCC1C2 (stereo not given) | 10% | -3% | 2% | 4% | 19%
COc1ccc(-c2nnc(SC(C)C(=O)NNC(=O)c3ccc(C)cc3)o2)cc1 (stereo not given) | 1.0% | -9% | 2% | -6% | 2%
CCN1CCN(c2nc(Nc3cccc(OC)c3)nc(N)c2[N+](=O)[O-])CC1 | i | -1% | 6% | 25% | 0%
CCNS(=O)(=O)c1ccc(CCC(=O)N2CCCC2)cc1 | 4.8% | -8% | -10% | -9% | -6%
Cc1sc(NC(=O)c2cccs2)c(C(=O)OC(C)C)c1C | 1.1% | -1% | 1% | -23% | -6% | inhibitors of VEEV 10K pilot screen=1.1
CCCc1cc(N2CCN(c3ccccn3)CC2)n2nc(C)c(-c3ccccc3)c2n1 | 4.4% | -12% | 2% | 0% | 3%
COc1ccccc1CNC(=O)COC(=O)c1n[nH]c2ccccc12 | 8.9% | 3% | -15% | -1% | -4%
CC(=NCc1cccnc1)c1c(O)n(C2CCCCC2)c(=O)[nH]c1=O | 3.1% | -2% | 0% | -3% | 10%
O=C(CCC(=O)N1CCCCC1)Nc1ccc(Cl)c(Cl)c1 | 2.8% | -1% | u | 19% | 1%
CCOC(=O)Cn1c(CN(Cc2ccccc2)Cc2ccccc2)nc2c1c(=O)[nH]c(=O)n2C | i | 2% | 3% | 1% | 14%
Cc1cccc(NC(=O)c2nc[nH]c2C(=O)N2CCC(C)CC2)c1 | 3.1% | x | -10% | -11% | 69%
CCCCn1c(N)c(N(CC)C(=O)C2CCCC2)c(=O)[nH]c1=O | 0.5% | x | -9% | -19% | -9%
CCOC(=O)CCC(NC(=O)c1ccc(Nc2nc3ccccc3nc2C(=O)OCC)cc1)C(=O)OCC (stereo not given) | 0.7% | x | x | -19% | x
Cc1cc(C)nc(SCc2nnc(SCC#N)n2-c2cccc(Cl)c2)n1 | i | -4% | 5% | -6% | 10%

A section from further up, for reference:
SMILES | inhibitors of VEEV | PhoP GFP inhibition | M. tuberculosis HTS | influenza NS1A | M. tuberculosis | others
CC(=NCc1cccnc1)c1c(O)n(C2CCCCC2)c(=O)[nH]c1=O | 3.1% | -2% | 0% | -3% | 10%
O=C(CCC(=O)N1CCCCC1)Nc1ccc(Cl)c(Cl)c1 | 2.8% | -1% | u | 19% | 1%
CCOC(=O)Cn1c(CN(Cc2ccccc2)Cc2ccccc2)nc2c1c(=O)[nH]c(=O)n2C | i | 2% | 3% | 1% | 14%
Cc1cccc(NC(=O)c2nc[nH]c2C(=O)N2CCC(C)CC2)c1 | 3.1% | x | -10% | -11% | 69%
CCCCn1c(N)c(N(CC)C(=O)C2CCCC2)c(=O)[nH]c1=O | 0.5% | x | -9% | -19% | -9%
CCOC(=O)CCC(NC(=O)c1ccc(Nc2nc3ccccc3nc2C(=O)OCC)cc1)C(=O)OCC (stereo not given) | 0.7% | x | x | -19% | x
Cc1cc(C)nc(SCc2nnc(SCC#N)n2-c2cccc(Cl)c2)n1 | i | -4% | 5% | -6% | 10%
